# Source: PubChem
# NALP1 yeast inh: NALP1 inflammasome inhibitors in reconstituted yeast, colorimetric, S. cerevisiae, triplicate retest. S. cerevisiae NALP1/ASC/caspase-1 growth, X-gal OD620, 72 h. inhibition, % at 10 µM. AID 2071, 2009. actives 0.61% (n = 280,000); in the data active = inhibition mostly above about 24%, no sharp cut-off; inactive = mostly below about 32%; also: some compounds called inactive have numbers as strong as hits
# PHOSPHO1 block: PubChem AID 1565; actives 1.1% (n = 290,000); Phosphoethanolamine/phosphocholine phosphatase (Homo sapiens), Q8TCT1; inhibition, % at 13.3 µM; recombinant PHOSPHO1, absorbance phosphatase assay; in the data active = inhibition above about 60%
# Target sequence (Q8TCT1 whole entry, looked up): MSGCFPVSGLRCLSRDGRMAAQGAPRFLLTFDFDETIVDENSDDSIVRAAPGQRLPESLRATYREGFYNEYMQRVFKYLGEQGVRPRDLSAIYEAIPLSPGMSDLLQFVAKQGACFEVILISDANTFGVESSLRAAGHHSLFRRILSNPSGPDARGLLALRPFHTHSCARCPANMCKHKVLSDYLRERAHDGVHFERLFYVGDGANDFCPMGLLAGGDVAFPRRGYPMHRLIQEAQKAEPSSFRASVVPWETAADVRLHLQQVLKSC
# IDE cell inh: human IDE inhibitors in live cells, primary screen, fluorescence polarization, HEK cells, FAbetaB substrate; Insulin-degrading enzyme (Homo sapiens), P14735; FAbetaB cleavage; inhibition, % at 5.59 µM; actives 0.41% (n = 320,000); AID 434962, 2010;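 active = percent inhibition above the average of all tested compounds plus 3 SD, set per screening campaign, cut at about 16% in these data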;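 also: IDE supplied by intact live HEK cells; FP after avidin binding of uncleaved biotin substrate so inhibition keeps polarization high; 0% = DMSO wells and 100% = 60 µM reference IDE inhibitor Ii1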
# VIM-2 inh: VIM-2 metallo-beta-lactamase inhibitors, primary screen, biochemical, epi-absorbance readout, Pseudomonas aeruginosa enzyme; purified VIM-2, nitrocefin hydrolysis, epi-absorbance fluorescence; inhibition, % at 5.6 µM; actives 0.89% (n = 290,000); AID 1527, 2009;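 active = inhibition above the mean of all tested compounds plus 3 SD, cutoff set per screening run, cut at about 7.5% in these data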;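 also: red hydrolysis product quenches plate fluorescence so inhibitors raise well fluorescence; 0% = enzyme with DMSO and 100% = DMSO without enzyme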
# GPR7 antag: GPR7 receptor antagonists, primary screen, cell-based, fluorescence, single concentration | actives 1.1% (n = 290,000) | AID 1861, 2009 | inhibition, % at 4.4 µM | GPR7-expressing cells, fluorescence antagonist assay; in the data active = inhibition above about 16%, passing the limit was not always enough;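 also: cells stimulated with the agonist NPW; 0% = agonist with vehicle and 100% = vehicle without agonist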
# Target sequence (P48145 whole entry, looked up): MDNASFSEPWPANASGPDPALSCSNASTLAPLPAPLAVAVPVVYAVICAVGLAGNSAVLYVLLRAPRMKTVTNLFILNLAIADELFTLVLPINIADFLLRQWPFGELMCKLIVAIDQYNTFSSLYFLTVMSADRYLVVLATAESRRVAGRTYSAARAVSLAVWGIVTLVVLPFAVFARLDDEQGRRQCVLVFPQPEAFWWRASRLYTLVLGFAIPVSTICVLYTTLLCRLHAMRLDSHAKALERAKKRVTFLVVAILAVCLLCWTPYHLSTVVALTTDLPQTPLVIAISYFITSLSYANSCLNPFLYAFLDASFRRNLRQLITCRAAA
# PfM18AAP inh: PfM18AAP inhibitors, malaria aminopeptidase, primary screen, biochemical, QFRET, recombinant enzyme; AID 1822, 2009; actives 1.2% (n = 290,000); H-Glu-NHMec fluorogenic cleavage; M18 aspartyl aminopeptidase (Plasmodium falciparum 3D7); inhibition, % at 7.35 µM;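 active = inhibition above the campaign mean inhibition over all tested compounds plus 3 SD, cut at about 28% in these data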;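 also: 0% = plate median of test compound wells and 100% = 2 mM ZnCl2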
# IMP-1 inh: IMP-1 metallo-beta-lactamase inhibitors, primary screen, biochemical, epi-absorbance readout, Pseudomonas aeruginosa enzyme. actives 0.45% (n = 290,000). metallo-beta-lactamase IMP-1 (Pseudomonas aeruginosa). inhibition, % at 5.6 µM. purified IMP-1, nitrocefin hydrolysis, epi-absorbance fluorescence;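 active = inhibition above the mean plus 3 SD of all compounds in the same screening run, cut at about 4.5% in these data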;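 also: 0% = IMP-1 with DMSO and 100% = DMSO wells lacking enzyme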
#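 System: purified IMP-1 / Input: IMP-1 dispensed at 0.2 nM / Medium: 50 mM HEPES pH 7.1, 50 µM ZnSO4, 0.05% Brij 35 / Timing: 15 min enzyme–compound preincubation, then 25 min nitrocefin reaction, 25 °C / Technique: plate fluorescence quenching by hydrolysis product, ex 480/em 530 nm / Repeats: singlicate testing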
# p-CIP stab down: p/CIP-EGFP fusion destabilizers, primary screen, fluorescence, F442A cells. Q05BA5. 16 h. decrease of EGFP signal, % at 10 µM. actives 0.01% (n = 290,000);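 active = EGFP signal decrease of at least 30% at 10 µM or well 3 SD below plate mean, unless failing retest; inactive = the rest, including hits failing retest or dose response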; also: some compounds called inactive have numbers as strong as hits; many of its hits are not listed in these tables
# IDE cell activ: human IDE activators in live cells, primary screen, fluorescence polarization, HEK cells, FAbeta-B substrate; actives 0.073% (n = 340,000); activation, % at 5.96 µM; AID 493087, 2011; Insulin-degrading enzyme (Homo sapiens), P14735; FAbeta-B cleavage; 0% vehicle, 100% cell-free pure enzyme wells;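 active = activation above the mean of all tested compounds plus 3 SD, set per screening campaign, cut at about 17% in these data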
# The depositor's hits bear a star; x = no result given. Compounds as they come, and some 5.3% of all compounds hit somewhere here.
SMILES,NALP1 yeast inh,PHOSPHO1 block,IDE cell inh,VIM-2 inh,GPR7 antag,PfM18AAP inh,IMP-1 inh,p-CIP stab down,IDE cell activ
Cc1ccc(S(=O)(=O)N2CCN(C)CC2)cc1-c1nnc2c3ccccc3c(C)nn12,7,4,4,6.5,-15,2,-3.0,-2,11
COc1ccc(NC(=O)c2cccnc2Cl)c(S(=O)(=O)N2CCOCC2)c1,18,0,-2,-0.9,-15,8,-3.4,7,5
COc1ccc(Nc2nc(OC)nc(N3CCOCC3)n2)cc1,-5,39,-1,-4.0,-15,3,-1.1,-12,5
C=CCNC(=O)c1ccc(OC2CCN(S(=O)(=O)N(C)C)CC2)cc1,20,22,-4,-3.7,-6,0,-1.5,-18,7
Cc1cc(C(=O)NNC(=S)NCc2ccccc2)no1,-26,x,x,-2.5,-7,17,-2.4,-12,-2
Cc1ccc2nc(-c3ccccn3)cc(C(=O)NCCc3ccc(F)cc3)c2c1,-1,43,1,-4.4,1,-10,-4.0,-8,3
CC1CCCN(c2nc3ccccc3nc2C(C#N)S(=O)(=O)c2cccs2)C1 (configuration not stated),24,102*,2,-1.1,-14,1,0.6,0,-11
Cn1cc(C(=O)c2ccc(Cl)cc2Cl)cc1C(=O)NN,12,1,2,-2.5,-17,-10,-2.6,-12,-4
CC1(C)N(OCc2ccccc2)C(=O)C(=O)N(OCc2ccccc2)C1(C)C,32,28,6,-1.1,-1,-2,-2.5,0,8
COc1ccc(-c2cc(C)nc(SCC(=O)c3cccc([N+](=O)[O-])c3)n2)cc1,8,28,1,-1.1,-4,0,-1.8,-3,0
CCOC(=O)CCc1c(C)nc2cc(-c3ccc(Cl)cc3)[nH]n2c1=O,-2,39,9,-0.7,-7,-1,-2.3,-5,3
O=C(Cn1cnc([N+](=O)[O-])n1)NCCO,-2,44,6,-1.6,-13,5,-2.3,-13,8
CCn1c(=O)n(CC)c2cc(S(N)(=O)=O)c(C)cc21,10,16,-1,-0.7,-6,-2,0.5,-15,5
CCCOc1ccc(/C=C/c2c([N+](=O)[O-])c(=O)n(C)c(=O)n2C)cc1,x,x,-3,-1.7,-20,-2,-3.5,-12,-1
CCOC(=O)C1CCN(S(=O)(=O)c2c(C)[nH]c(C)c2C(=O)N2CCCC2)CC1,0,11,2,-3.6,-12,1,-6.3,-13,1
Cn1cc(CC(=O)N2CCN(c3ccc(Cl)cc3)CC2)c2ccccc21,-36,-1,10,-3.7,-7,3,-3.4,-4,-1
COC(=O)c1c(NC(=O)CN2CCC3(O)CCCCC3C2c2cc(OC)ccc2OC)sc(C)c1C (configuration not stated),21,-9,11,-1.2,-16,-1,-0.8,2,4
O=C(CN1C(=O)c2ccccc2S1(=O)=O)Nc1ccccc1C(=O)NCc1ccco1,9,-14,4,1.1,11,-4,0.4,-8,-4
O=C(NNC(=O)c1cccc([N+](=O)[O-])c1)c1ccncc1,9,41,0,-2.4,0,-3,-4.8,-18,0
CCc1ccc(NC(=O)c2ccc(NC3=NC4CS(=O)(=O)CC4S3)cc2)cc1 (configuration not stated),-6,21,8,-4.1,-14,3,-2.5,4,-7
CCn1cc(C(=O)N[C@H](C(=O)NC(C)(C)CO)C(C)C)c(=O)c2cc3c(cc21)OCO3,9,2,0,-0.6,-10,-2,-1.7,9,3
CC(C)(C)n1cnc2cc(NS(=O)(=O)c3ccccc3)ccc21,-36,11,3,-1.6,-7,-13,-3.0,-1,3
C=C(C)C1CC=C(C)/C(=N/NC(=O)COc2ccc(Cl)cc2)C1 (configuration not stated),25,-2,-1,-3.5,-7,-2,-3.4,-4,-5
Cc1c(C)c(C)c2[nH]c(=S)[nH]c2c1C,x,-131,-10,-3.7,-18,-2,-2.0,-7,x
C=CCn1c(SCC(=O)NC2CCCCC2)nc2ccccc2c1=O,8,38,1,-2.3,-2,4,-2.5,-8,2
# Other results.
SMILES,NALP1 yeast inh,PHOSPHO1 block,IDE cell inh,VIM-2 inh,GPR7 antag,PfM18AAP inh,IMP-1 inh,p-CIP stab down,IDE cell activ
S=C(N/N=C/c1ccc(Cl)cc1)N1CCOCC1,34,-5,2,-3.4,-9,30*,-5.7,6,1
CN1/C(=C\C=O)C(C)(C)c2ccccc21,12,6,4,-5.7,8,-3,-4.4,-44,2
CC(C)C(=O)Nc1ccc(C(=O)NC2CCSC2=O)cc1 (configuration not stated),11,19,3,-4.4,-14,-5,-4.3,0,7
COc1ccc(C(=O)NCCCOc2cccc(NC(C)=O)c2)cc1,22,27,5,-0.9,3,-11,-0.9,-12,7
CC1CCN(C(=O)CSc2nnc(Cc3cc(=O)[nH]c(=O)[nH]3)n2-c2ccc(Cl)cc2)CC1,17,-12,-1,-4.6,-2,1,-0.7,1,-3
Cc1cccc(OCC(=O)NCCNC(=O)c2ccco2)c1,27,-36,-2,-1.8,-4,-7,-0.6,-4,-2
Cc1ccc(C(=O)O)cc1NC(=O)c1cccs1,-144,7,-1,-4.5,-2,6,-2.0,9,7
O=c1nc2n(c3cc(Cl)c(S(=O)(=O)N4CCOCC4)cc13)CCCCC2,-14,1,6,-1.8,-5,-12,-3.4,3,4
Nc1ccc(C(=O)NCc2ccccc2)cc1,10,44,7,1.2,3,-6,-0.6,-11,-1
COc1ccc(Oc2nc(-c3cccnc3)nc3ccccc23)cc1,-5,24,-6,-1.8,-14,-1,-1.7,-3,-12
O=C(COc1ncnc2cc([N+](=O)[O-])ccc12)NCCc1ccc(Cl)cc1,-2,44,11,-1.6,7,5,-5.0,-7,-2
Fc1ccc(Nc2ccnc(C(F)(F)F)c2)cc1,16,-38,2,-2.1,-11,-2,-1.6,2,0
COc1ccc(CC(=O)Nc2ccc(S(=O)(=O)NCC3CCCO3)cc2)cc1 (configuration not stated),26,24,-6,-2.1,2,-1,1.1,-6,2
COC(=O)N(C)c1nc2ccccc2s1,35,-6,2,-3.1,-16,2,-2.4,-6,7
O=C(Nc1cccnc1)C1CCN(S(=O)(=O)c2ccc(Cl)cc2)CC1,18,52,-3,0.2,-6,-5,-0.1,-1,1
CC1CCN(S(=O)(=O)N2CCC(C(=O)NCCC3=CCCCC3)CC2)CC1,-12,-3,1,-1.4,-1,6,-0.5,-5,4
CCOC(=O)c1c(C)[nH]c(C(=O)COC(=O)CCSc2ccccc2)c1C,24,-9,2,-1.8,-4,-5,-1.6,-12,-1
O=C(Nc1ccc(-n2nncc2-c2ccco2)cc1)c1cc2ccccc2oc1=O,-6,31,-2,-3.5,-12,4,-2.4,-6,-7
Cc1ccc2c(c1)-c1ccccc1S(=O)(=O)N2,1,6,0,-2.6,3,-3,-1.4,9,1
Cc1cccc(-n2nnc3c(=O)n(CC(=O)Nc4cc(C)on4)cnc32)c1,11,44,3,-0.8,-11,-18,-1.5,-10,2
Cc1ccc(C)c(N2CCN(C(=O)c3cc4ccccc4oc3=O)CC2)c1,-12,-20,5,1.5,-2,5,-2.6,-6,-1
CC(=O)NCc1ccc(S(=O)(=O)NC(C)CCc2ccccc2)cc1 (configuration not stated),-2,22,1,-2.2,3,3,-2.0,-5,-1
CC(=O)Nc1cc(C(=O)N2CCCC2)ccc1Sc1ccc(Cl)cc1,12,-14,-7,-5.6,3,3,-3.6,2,1
O=C(CN1C(=O)COc2ccccc21)N(Cc1cccnc1)Cc1cccc(F)c1,-3,52,3,-0.9,-6,8,-4.1,-3,5
COCC(C)NC(=O)Cn1c(SCc2ccccc2)nc2ccccc21 (configuration not stated),-10,24,2,-0.3,-9,-2,-3.1,-16,3
# Additional structures follow.
SMILES,NALP1 yeast inh,PHOSPHO1 block,IDE cell inh,VIM-2 inh,GPR7 antag,PfM18AAP inh,IMP-1 inh,p-CIP stab down,IDE cell activ
COc1ccc(OC)c(-n2c(SCC(=O)N3CCc4ccccc43)nc3c(c2=O)SCC3)c1,0,-7,6,0.6,-2,0,0.1,-6,-2
OC(c1ccccn1)(c1ccccn1)c1ccccn1,-3,3,4,-2.3,8,28,0.4,-2,-3
CN1CCN(C(c2ccc(C(F)(F)F)cc2)c2ccc3cccnc3c2O)CC1 (configuration not stated),-14,-104,7,-5.4,-11,4,-3.9,2,x
O=C(Nc1ccc(C(=O)N2CCN(c3ccccc3)CC2)cc1)C1=CSCCO1,6,20,8,-1.1,-5,-1,-2.9,-9,-7
CN1C(=O)CSc2ccc(C(=O)O)cc21,-4,2,2,-6.5,-15,4,-2.8,-5,-4
COc1cc(C(=O)N/C(=C/c2ccc(F)cc2)C(=O)NC(C(=O)O)c2ccccc2)cc(OC)c1OC (configuration not stated),-5,6,4,-1.6,-3,1,-3.0,-8,2
CCN1CCN(CC(=O)Nc2ccc(C)c(Br)c2)CC1,-16,36,3,-3.9,-9,6,1.2,8,4
Cn1c(CC(=O)Nc2ccccc2)nnc1SCC(=O)NC1CCCC1,-7,49,-16,-4.8,-10,3,-2.0,2,0
CN(Cc1ccccc1)C(=O)COC(=O)c1ccc2c(c1)OCO2,35,-3,-4,-2.8,-4,1,-3.8,-7,4
COc1ccc(/C=C/C(=O)OCC(=O)c2ccc3c(c2)NC(=O)CO3)c(OC)c1,23,-1,0,0.4,0,-7,-1.6,-12,7
COc1ccc(C(=O)NC(=S)NC(C)C)cc1Br,-4,-22,-3,-1.0,-11,1,-1.1,-5,3
COC(=O)/C=C/c1c(C)nc(NCc2ccccc2)nc1Cl,-12,20,1,-0.2,4,4,-4.5,3,-3
CCn1c2ccc(F)cc2c2nnc(NN)nc21,13,-21,1,-1.9,-3,18,-4.1,-12,-2
COc1ccccc1CCNC(=O)C1CCC(=O)N(Cc2ccccc2OC)C1 (configuration not stated),13,41,-2,-3.6,-7,3,-1.2,10,2
COc1ccc(C(=O)CSc2nnc(-c3ccco3)n2CC2CCCO2)cc1 (configuration not stated),11,-8,3,-0.9,-3,-7,-0.5,-1,0
O=C(NC1CCCC1)C1CCCN1C(=O)Oc1ccccc1 (configuration not stated),4,18,-1,-2.0,-5,2,-2.4,1,6
CCCc1nc2c(c(=O)c3ccccc3n2C)c(=O)n1-c1cc(C)cc(C)c1,20,-8,-6,5.4,-19,-14,-0.6,-12,7
CNC(=O)CSc1nnnn1CCCOC,18,28,1,-4.0,3,4,-2.5,-4,8
COc1ccc(Br)cc1CN(C)C(C)C(=O)Nc1cccc(C(C)=O)c1 (configuration not stated),2,49,-3,-1.1,-14,-8,-2.3,-9,4
COc1ccccc1CNC(=O)c1cccc(C)c1[N+](=O)[O-],19,-9,-5,-1.9,-2,0,-4.0,-9,2
Cc1n[nH]c(C)c1N1C(=O)c2cccc3cc(Br)cc(c23)C1=O,4,-2,3,15*,2,-6,-2.2,-5,-2
CCOC(=O)c1nc(C)sc1-c1ccnn1S(=O)(=O)c1cccc(Cl)c1,9,53,6,0.2,2,0,-0.5,-12,1
COC(=O)/C=C1/S/C(=N/N=C/c2ccco2)NC1=O,-2,-13,-2,-2.8,-17,-2,-2.4,2,x
COc1ccc(CCCc2nnc(SCc3nc4ccccc4c(=O)[nH]3)n2C)c(C)c1,x,17,3,-4.8,-12,-1,-3.7,-14,5
